High-throughput results from PubChem BioAssay.
Nrf2 block – Nrf2 pathway inhibition; A549 ARE-Fluc reporter, luciferase luminescence, 18-24 h; Potency, µM (titrated, usually from 46 µM), inactives show at the highest dose activity change, negative = inhibition, most hits filed as inhibitors; 360,000 tested, 2.1% active; AID 504444; note: % is set by controls: 0 for no effect and ±100 for the full control effect; nearly all actives have a fitted effect of over 60% in size
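Nrf2 activity is the BugLite luminescence, read 15 min after reagent at room temperature, following CellTiter-Fluor cytotoxicity readout (30 min, 37C). Compound titrations were applied for 18-24 h to 5000 A549 ARE_Fluc cells/well in 5% FBS OPTI-MEM.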
A549 viability – counter-screen for Nrf2 inhibitors: cytotoxicity in A549 cells; A549 ARE-Fluc cells, CellTiter-Fluor viability, 18-24 h; Potency, µM (highest dose often 46 µM), inactives show at the highest dose activity change, negative = cytotoxicity, hits mostly inhibitors; 390,000 tested, 0.16% active; note: % is set by controls: 0 for no effect and ±100 for the full control effect
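Cytotoxicity counterscreen: CellTiter-Fluor fluorescence was measured in A549 ARE_Fluc cells after 18-24 h of compound exposure in a concentration series. The subsequent BugLite luminescent read reports ARE-luciferase activity.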
ATXN viability – cell viability loss in ATXN counter-screen; S2 cells (HEK-293 line with an ATXN2-luciferase reporter) viability, CellTiter-Fluor protease fluorescence, 24 h; Potency, µM (titrated, usually from 56.7 µM), actives largely listed as cytotoxic; AID 651635; 400,000 tested, 0.49% active; note: nearly all actives have a fitted effect of over 40% in size
MCF10A rereplic – inducers of DNA re-replication in MCF 10A breast cells | MCF 10A DNA re-replication, Hoechst nuclear intensity, 48 h | Potency, µM (highest dose often 46.1 µM), for the others: at the top dose activity, positive = re-replication, most hits filed as activators | 350,000 tested, 2.9% active; note: % of control where 0% means no effect; nearly all actives have a fitted effect of over 50% in size
Nrf2 activator – activators of Nrf2 (ARE) signaling; AREc32 ARE-luciferase reporter (MCF7-derived line), luminescence, 24 h; 410,000 tested, 0.31% active; Potency, µM (doses to about 46.1 µM), for inactives: top-dose activation, most hits filed as activators; note: % of control where 0% means no effect; nearly all actives have a fitted effect of over 65% in size
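Quantitative high-throughput format: AREc32 reporter cells, 1000 per well, received compound by pin transfer and were incubated 24 hr at 37 deg C, 5% CO2, before Steady-Glo luminescence detection.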
HepG2 viability – counter-screen for TGF-b inhibitors: cytotoxicity in HepG2 cells; Potency, µM (series often up to 46.1 µM), for the others: at the highest dose activity change, negative = cytotoxicity, usual class: cytotoxic; HepG2 CAGA-GFP viability, ATP luminescence, 18 h; 410,000 tested, 0.76% active; note: some results filed as inactive show a strong effect at the top dose
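CellTiter-Glo luminescence gave cytotoxicity after 18 hours at 37 degrees C. The cells were HepG2 CAGA-GFP in 1% FBS DMEM, stimulated with 500 pg/mL TGF-beta after compound addition. %Activity was normalised to no-cell wells (complete cell-killing) and DMSO (no toxicity), and curves were fitted and classified.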
ATXN2 expr inh – reduces ATXN2 reporter expression in HEK-293 cells. HEK-293 ATXN2-luciferase reporter, luminescence, 24 h. 360,000 tested, 0.72% active. Potency, µM (series often up to 57 µM), without a hit: at the highest dose activity change, negative = inhibition, actives largely listed as inhibitors; note: % is set by controls: 0 for no effect and ±100 for the full control effect; nearly all actives have a fitted effect of over 55% in size
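ATXN2-luciferase reporter cells (luciferase flanked by upstream and downstream ATXN2 gene portions) were treated 24 h at 37 °C with compounds at up to 57 uM. SteadyGlo luminescence gave expression; GF-AFC fluorescence gave viability.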
EPAC2 antagonist – blocks human EPAC2 exchange factor; AID 720708; 360,000 tested, 0.18% active; EPAC2 GEF exchange of Rap1B-BODIPY-GDP, fluorescence; Q8WZA2; Potency, µM (highest dose often 114 µM), without a hit: at the highest dose activity, negative = inhibition, usual class: inhibitors; note: % is set by controls: 0 for no effect and ±100 for the full control effect; nearly all actives have a fitted effect of over 45% in size; many of its hits are not listed in these tables
Target sequence (Q8WZA2 whole entry, looked up): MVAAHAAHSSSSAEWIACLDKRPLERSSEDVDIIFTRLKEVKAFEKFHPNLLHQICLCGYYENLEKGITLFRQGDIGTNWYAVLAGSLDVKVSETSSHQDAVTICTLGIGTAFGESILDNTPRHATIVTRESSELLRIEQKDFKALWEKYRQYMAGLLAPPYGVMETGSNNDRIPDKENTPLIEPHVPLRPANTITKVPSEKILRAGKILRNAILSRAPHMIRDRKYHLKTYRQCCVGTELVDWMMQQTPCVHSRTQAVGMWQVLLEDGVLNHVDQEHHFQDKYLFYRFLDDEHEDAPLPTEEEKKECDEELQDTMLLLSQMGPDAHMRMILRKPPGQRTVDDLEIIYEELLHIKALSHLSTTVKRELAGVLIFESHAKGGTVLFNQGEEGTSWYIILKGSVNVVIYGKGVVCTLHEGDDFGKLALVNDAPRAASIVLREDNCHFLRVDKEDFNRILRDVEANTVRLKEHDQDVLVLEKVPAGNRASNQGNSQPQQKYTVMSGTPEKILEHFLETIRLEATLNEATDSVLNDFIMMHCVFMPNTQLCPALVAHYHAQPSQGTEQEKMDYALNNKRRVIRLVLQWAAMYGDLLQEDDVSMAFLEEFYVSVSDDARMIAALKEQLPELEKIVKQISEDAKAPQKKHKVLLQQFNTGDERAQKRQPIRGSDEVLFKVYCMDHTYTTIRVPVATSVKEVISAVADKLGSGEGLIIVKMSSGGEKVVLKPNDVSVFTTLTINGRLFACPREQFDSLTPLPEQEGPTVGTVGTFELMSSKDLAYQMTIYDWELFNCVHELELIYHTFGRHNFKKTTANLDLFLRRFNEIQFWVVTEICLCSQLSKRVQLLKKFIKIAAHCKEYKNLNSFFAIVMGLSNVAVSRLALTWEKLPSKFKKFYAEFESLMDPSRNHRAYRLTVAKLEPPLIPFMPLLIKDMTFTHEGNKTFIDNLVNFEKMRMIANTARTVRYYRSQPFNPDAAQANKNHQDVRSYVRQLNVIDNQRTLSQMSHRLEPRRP
TGFb SMAD3 inh – TGF-b pathway inhibition; HepG2 CAGA-GFP TGF-b/SMAD3 reporter, GFP fluorescence, 18 h; TGF-beta stimulated, 500 pg/mL final; Potency, µM (doses to about 46.1 µM), without a hit: at the highest dose activity, negative = inhibition, usual class: inhibitors; 410,000 tested, 1.2% active; note: % is set by controls: 0 for no effect and ±100 for the full control effect; nearly all actives have a fitted effect of over 65% in size
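First, reporter cells (HEPG2 CAGA-GFP) rested 2 h at 37 degrees C. Next, compounds were pinned in and TGF-beta added to 500 pg/mL final. After 18 h, GFP was imaged per cell and summed per well.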
The depositor's hits bear a star; i = inactive; ? = inconclusive; · = not tested or not shown; & = joins results of further samples; [ ] = another dose, or the depositor's remark. Calls come from the whole dose curve; as a rule, active = well fitted curve in the direction sought with a large enough effect; inconclusive = small, poorly fitted or top-dose-only effect, or another doubt; inactive = no such curve, though single readings can be large; an effect the other way counts as inactive or inconclusive. Potency is the fitted concentration of half-maximal effect. The list is partial; the hit share may differ from the screen's.

SMILES	Nrf2 block	A549 viability	ATXN viability	MCF10A rereplic	Nrf2 activator	HepG2 viability	ATXN2 expr inh	EPAC2 antagonist	TGFb SMAD3 inh
CCOC(=O)Cc1csc(NC(=O)CSc2nnnn2-c2ccc(CC)cc2)n1	-7%	-13%	i	9%	0.2%	-17%	-5%	-15%	-8%
CC(O)c1nc2ccccc2n1C1CCCCC1 (configuration not stated)	?	3%[1.84 µM]	i	-8%	-0.6%	-8%	3%	-2%	-20%
O=C(O)CCN1C(=O)/C(=C\c2cccc(Oc3ccccc3)c2)SC1=S	3%	0%	i	?	5.6%	-4%	-8%	79µM*	7%
CCc1cccc(C)c1NC(=O)Cn1nc(C)n2cccc2c1=O	?	-1%&-2%	i	0%	-0.6%&0.2%	2%&-8%	5%	6%	-2%
COCCCNC(=O)c1c[nH]c2ccc(S(=O)(=O)N3CCc4ccccc43)cc2c1=O	?	?	i	-6%	2.9%	-29%	-36%	1%	?
CCn1nnnc1NCc1ccc(Cl)cc1	17%	1%	i	0%	-0.9%	34%	-12%	5%	4%
CCOc1ccc(-c2c(C)nn3c(C)c(C(=O)Nc4ccccc4C(=O)OC)cnc23)cc1OCC	3%	11%	i	·	-0.4%	-16%	-4%	·	-22%
CCN(CC)CCOC(=O)c1ccc(N/C=C(/C#N)c2nc(-c3cccc(OC)c3)cs2)cc1	-4%	1%	i	-16%	-0.1%	-8%	-10%	11%	14%
COc1ccc(NC(=O)C2CCCN(S(=O)(=O)c3ccc4[nH]c(=O)ccc4c3)C2)cc1Cl (configuration not stated)	-1%	2%	·	·	5.8%	-34%	·	·	?
CCOc1ccc2nc(N/C(N)=N/C(=S)Nc3cccc(C)c3)nc(C)c2c1	15%	3%	i	-2%	-0.8%	-13%	-12%	-1%	13%
Cc1c(CN(C)C(=O)c2ccc(Br)o2)cnn1C	5%	3%	i	1%	-0.3%	4%	7%	5%	-5%
Cc1cc(C)cc(NC(=O)C2CCC(CNS(=O)(=O)c3ccc4c(c3)C(C)(C)C(=O)N4C)CC2)c1 (configuration not stated)	?	-2%	·	·	-0.3%	-22%	·	·	?
COc1ccccc1N1CCN(C2CCCN(C(=O)CN3CCCC3=O)C2)CC1 (configuration not stated)	-5%	1%	i	-2%	-0.6%	-6%	6%	13%	8%
O=C(CSCc1nc2ccccc2[nH]1)Nc1ccccc1	-14%	-8%	i	-4%	0.6%	-21%	5%	-1%	0%
C(#CCN1CCOCC1)COCCCOC(c1ccccc1)c1ccccc1	·	1%	i	1%	-0.6%	-5%	-4%	4%	-1%
O=C(NCCS(=O)(=O)NCc1ccc(F)cc1)c1ccc2c(c1)OCO2	1%	-9%	i	1%	0.1%	-13%	-3%	-4%	-12%
COc1cccc(OCC(=O)Nc2c3c(nn2-c2ccc(F)cc2)CS(=O)(=O)C3)c1	-12%	-7%	i	-4%	-1.5%	-4%	-5%	3%	14%
CC(C)C(=O)Nc1cccc(NC(=O)CCN2C(=O)c3ccccc3S2(=O)=O)c1	-1%	2%	i	1%	0.2%	-41%	-5%	-2%	-8%
COc1ccc(-c2nn(-c3ccccc3)cc2C(N)=O)cc1OC	1%	2%	?	7%	1.6%	7%	?	1%	5%
Nc1cccc(Oc2c(F)c(F)c(Oc3cccc(N)c3)c(F)c2F)c1	-3%	4%	·	12%	0.1%	-29%	-2%	-8%	4%
O=C(COc1ccccc1Cl)Nc1nnc(S(=O)(=O)N2CCCCCC2)s1	-11%&22%	0%&9%	i	2%	-0.3%&-0.8%	3%&-24%	4%&8%	-4%	-2%&-27%
CC(C)c1ccc(NC(=O)C(c2ccccc2)N2CC(=O)Nc3ccccc32)cc1 (configuration not stated)	-16%	2%	i	?	0.8%	-34%	6%	3%	?
Cc1cccc(C(=O)Nc2ccc3oc(-c4cccc5c(Br)cccc45)nc3c2)c1	2%	-2%	i	·	6.2%	5%	-7%	·	-19%
O=C(Nc1ccc2c(c1)OCO2)N1CCN(c2cccc(C(F)(F)F)c2)CC1	23µM*	-22%	i	17%	0.5%	-22%	-13%	-10%	?
CSc1nc2cc(C)nn2c(-c2ccccc2)c1C#N	19%	2%	i	3%	-0.1%	4%	8%	2%	-1%

One compound at a time, from the list above:
CCc1cccc(C)c1NC(=O)Cn1nc(C)n2cccc2c1=O as listed: Nrf2 block: ?; A549 viability: -1%&-2%; ATXN viability: i; MCF10A rereplic: 0%; Nrf2 activator: -0.6%&0.2%; HepG2 viability: 2%&-8%; ATXN2 expr inh: 5%; EPAC2 antagonist: 6%; TGFb SMAD3 inh: -2%
Cc1cc(C)cc(NC(=O)C2CCC(CNS(=O)(=O)c3ccc4c(c3)C(C)(C)C(=O)N4C)CC2)c1 (configuration not stated) as listed: Nrf2 block: ?; A549 viability: -2%; ATXN viability: ·; MCF10A rereplic: ·; Nrf2 activator: -0.3%; HepG2 viability: -22%; ATXN2 expr inh: ·; EPAC2 antagonist: ·; TGFb SMAD3 inh: ?

(more compounds)
SMILES	Nrf2 block	A549 viability	ATXN viability	MCF10A rereplic	Nrf2 activator	HepG2 viability	ATXN2 expr inh	EPAC2 antagonist	TGFb SMAD3 inh
O=C(NNC1OC(CO)C(O)C(O)C1O)c1cccc(Br)c1 (configuration not stated)	?	20%	i	1%	8.0%	6%	·	-5%	19%
C=CCN1C=C2C(=O)C(C)(OC(=O)CC)C(=O)C=C2C=C1CCCC (configuration not stated)	0%	-16%	i	3%	-0.4%	-10%	2%	3%	-8%
CCc1cccc(CC)c1NC(=O)c1cccc(S(=O)(=O)N2CCN(C)CC2)c1	-4%	-2%	i	-2%	-1.0%	2%	-8%	11%	-7%
CCOC(=O)c1c(-c2ccc(C)s2)csc1N	-5%	4%	i	16%	2.0%	-13%	-15%	?	-16%
CCCCN(C(=O)/C=C/c1ccc(OCC(C)C)c(OCC)c1)c1c(N)n(CCC)c(=O)[nH]c1=O	-2%	-3%	?	-35%[inhibitor]	0.0%	-26%	?	5%	1%
COCCCn1c(SCC(=O)Nc2oc(C)c3c(C)n[nH]c(=O)c23)nc2ccccc2c1=O	-14%	-5%	i	-1%	0.1%	2%	-1%	4%	-9%
CCOc1ccc(CNC(=O)Cn2ccc3cc(S(=O)(=O)N4CCCCCC4)ccc32)cc1	4%&-8%	-6%&-4%	i	-3%	-0.2%&1.6%	-3%&-47%	-9%	-20%	-8%&1%
Cc1ccc(C)c(-c2csc(NC(=O)c3cnccn3)n2)c1	-3%	7%	i	-1%	2.4%	-70%	-30%	-9%	-19%
Cc1cccc(OCC(=O)Nc2cccc(C(=O)Nc3ccccc3C(=O)O)c2)c1	-30%	-2%	i	?	-0.1%	-35%	7%	-8%	?
O=c1c2cc(Br)ccc2nc(-c2ccc([N+](=O)[O-])cc2)n1O	0%	-1%	i	?	0.1%	-21%	-36%	2%	?
COc1ccc(CCNC2CC(=O)N(CCc3ccccc3)C2=O)cc1OC (configuration not stated)	-21%	-3%[1.84 µM]	i	4%	-0.2%	1%	3%	6%	-1%
O=C(COc1cc(Cl)ccc1Cl)Nc1ccc2[nH]c(=O)[nH]c2c1	5%	-4%	i	11%	1.7%	-20%	4%	6%	-19%
O=C(c1ccc(Br)s1)N(Cc1cccnc1)c1nc2ccc(F)cc2s1	·	2%	·	·	0.2%	6%	·	·	12%
CCCCN1C(=O)N(C)C2C1N(C)C(=O)N2CCCC (configuration not stated)	-4%	-3%	i	1%	-0.1%	-10%	-1%	14%	-4%
COc1ccccc1C(=O)COC(=O)Cc1c[nH]c2ccccc12	?	0%	i	1%	6.3%	0%	8%	2%	5%
Cc1ccc(S(=O)(=O)Nc2ccc3c(c2)C(=O)N([C@@H](C)CO)C[C@@H](C)[C@@H](CN(C)C(=O)NC2CCCCC2)OCCCC[C@H](C)O3)cc1	·	·	i	·	1.5%	-5%	7%	10%	6%
CCC1=Nc2cc(C(=O)NCCCN3CCOCC3)ccc2Sc2ccc(Br)cc21	6%	2%	?	27%	3.4%	-23%	-20%	?	-10%
COc1ccc(CCNC(=O)C2CCN(S(=O)(=O)c3cccc4cccnc34)CC2)cc1OC	18%	1%	i	-5%	0.3%	-3%	2%	3%	9%
COc1cccc(-c2ccc(SCC(=O)NC3CCCCC3)nn2)c1	5%	-6%	?	1%	0.2%	4%	26%	0%	-7%
C[N+](C)(C)CCCNC(=O)c1ccc(/C=N/O)nc1	-2%	0%	i	1%	-1.0%	19%	-1%	2%	1%
CCOc1ccc(OCC)c(NC(=O)C2CCN(S(=O)(=O)c3cnc[nH]3)CC2)c1	-4%	-7%	i	-3%	1.8%	-26%	4%	6%	0%
CCCn1c(=O)cc(N)n(-c2ccc(OC(F)(F)F)cc2)c1=O	-5%	4%	i	12%	-0.8%	1%	-4%	0%	1%
Cc1ccccc1C(=O)NCC(=O)NNC(=S)NC(=O)c1ccccc1C	-6%	9%	i	13%	0.1%	-7%	-7%	11%	?
CC(C)[C@H](NC(=O)c1cccc(S(=O)(=O)N2CCOCC2)c1)C(=O)Nc1nc2ccccc2s1	3%	-19%	?	10%	5.3%	5%	15%	8%	-30%
c1ccc(CCc2ccccc2-c2nc(-c3cccnc3)no2)cc1	5%	4%	i	?	4.1%	-49%	0%	4%	?
CCC(=O)N1CCc2cc(Br)cc(S(=O)(=O)N3CCCC(C(=O)NC(C)(C)C)C3)c21 (configuration not stated)	-12%	2%	i	0%	-0.8%	2%	6%	-8%	16%
O=C(NCCc1ccccc1)C1CCN(Cc2cc3ccccc3n2Cc2ccccc2)CC1	·	?	?	·	8.3%	-14%	-29%	·	-23%
Cc1cccc2sc(NC(=O)c3ccc(NS(=O)(=O)c4cccs4)cc3)nc12	11%	8%	i	?	24%	-13%	7%	-13%	-18%
CC(C)(C)OC(=O)N1CCC(c2c(C(=O)NCCN3CCOCC3)cnn2-c2cccc(Cl)c2)CC1	-5%	3%	·	·	-0.3%	-23%	·	·	-31%
CS(=O)(=O)Nc1ccccc1C(=O)Nc1cc2c(cc1C(=O)O)OCCCO2	2%	2%	i	-4%	-0.3%	-30%	2%	12%	0%
